# GPR55 activation = GPR55 agonists via beta-arrestin recruitment, primary screen, imaging, U2OS cells, beta-arrestin-GFP redistribution (AID 1961); G-protein coupled receptor 55 (Homo sapiens); 290,000 compounds, 0.048% hits; U2OS GPR55 beta-arrestin-GFP redistribution imaging; higher % means a stronger effect; activation, % at 10 µM, or EC50 in µM where a hit was titrated;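 active = activation above 40% with more than 50 cells counted in the well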;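 note: U2OS osteosarcoma cells stably expressing GPR55 and beta-arrestin-GFP; plate controls were DMSO negative control for no effect and LPI positive control for full effect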
# GPR35 antagonists = GPR35 antagonists blocking zaprinast-driven arrestin recruitment, primary screen, imaging, U2OS, beta-arrestin-GFP, zaprinast agonist (AID 2058); U2OS GPR35 beta-arrestin-GFP translocation imaging, zaprinast antagonism; higher % means a stronger effect; G-protein coupled receptor 35 (Homo sapiens); inhibition, % at 10 µM; hits with a dose series show IC50 in µM; 290,000 compounds, 0.052% hits;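 active = inhibition of at least 50% with at least 30 cells and total cytoplasm GFP at most 10,000,000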
# SV40 large T antigen = SV40 large T antigen inhibitors, biochemical (AID 1903); SV40 large T antigen ATPase/helicase inhibition assay; higher % means a stronger effect; inhibition, % at 20 µM, or IC50 in µM where a hit was titrated; 310,000 compounds, 0.39% hits; in the data active = a potency from the dose series; note: strong numbers were not always called active
# AID2073 = inhibitors of Mint1-CaV2.2 protein interaction, biochemical, HTRF (AID 2073) | HTRF protein-protein interaction, Mint1-CaV2.2; higher % means a stronger effect | 290,000 compounds, 0.19% hits | Voltage-dependent N-type calcium channel subunit alpha-1B (Homo sapiens) | inhibition, % at 20 µM, or IC50 in µM where a hit was titrated; in the data active = inhibition mostly above about 51%, no sharp cut-off; note: some results filed as inactive read as strong as hits
# GPR55 antagonists = GPR55 antagonists blocking LPI-driven arrestin recruitment, primary screen, imaging, U2OS, beta-arrestin-GFP, LPI agonist (AID 2013) | G-protein coupled receptor 55 (Homo sapiens) | U2OS GPR55 beta-arrestin-GFP translocation imaging, LPI antagonism; higher % means a stronger effect | inhibition, % at 10 µM, or IC50 in µM where a hit was titrated | 290,000 compounds, 0.13% hits;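 active = spots per cell inhibited over 60%, with over 100 cells counted and total cytoplasm intensity under 500,000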;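 note: U2OS cells stably carrying GPR55 and arrestin-GFP stimulated by 5 µM LPI near EC80; imaged beta-arrestin-GFP aggregate spots per cell after agonist stimulation; plate controls were LPI-stimulated DMSO wells for no effect and DMSO wells without LPI for full effect; some results filed as inactive read as strong as hits; confirmed hits need IC50 under 10 µM and bright autofluorescent wells are also inconclusive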
# NTR1 agonist = agonists of NTR1, primary screen, imaging, U2OS cells, beta-arrestin-GFP, high content (AID 493036); NTR1-U2OS beta-arrestin-GFP spot imaging, agonist mode; activation, % at 20 µM; 330,000 compounds, 0.17% hits;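 active = activation at or above 40% of the spot to cytoplasm intensity ratio, with at least 20 cells analyzed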;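 note: 0% = DMSO without peptide and 100% = 100 nM NTR1 peptide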
# Target sequence (P30989 whole entry, looked up): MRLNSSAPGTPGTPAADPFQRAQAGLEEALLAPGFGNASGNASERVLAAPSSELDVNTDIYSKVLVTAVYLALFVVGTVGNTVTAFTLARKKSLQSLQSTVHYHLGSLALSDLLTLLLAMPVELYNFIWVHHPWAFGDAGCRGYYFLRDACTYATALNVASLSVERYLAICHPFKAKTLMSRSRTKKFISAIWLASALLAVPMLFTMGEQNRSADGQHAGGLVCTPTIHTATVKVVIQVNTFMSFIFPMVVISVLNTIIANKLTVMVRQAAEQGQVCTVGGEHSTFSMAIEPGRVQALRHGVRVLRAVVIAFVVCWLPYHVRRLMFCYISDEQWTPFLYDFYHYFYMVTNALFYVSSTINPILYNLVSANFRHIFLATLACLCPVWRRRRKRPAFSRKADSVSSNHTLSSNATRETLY
# Yfh1-off respiration = enhancers of respiration in Yfh1-depleted yeast, dose response, Friedreich's ataxia, plus single-dose screen (AID 1465); S. cerevisiae Yfh1-off respiration, WST-1 reduction, 72 h; higher fold induction means a stronger effect; fold induction at 50 µM; hits with a dose series show EC50 in µM; 220,000 compounds, 0.074% hits;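 active = fold induction of absorbance versus untreated yeast above a set limit, then at least 30% activation at any dose in follow-up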;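 note: activators that raise dye reduction in frataxin-depleted yeast; strong numbers were not always called active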
# Rac1 GTP hydrolysis = MgcRacGAP GTPase-activating activity inhibitors, confirmation, biochemical, ADP Hunter fluorescence; Rac GTPase-activating protein 1 (Homo sapiens); MgcRacGAP-stimulated Rac1 GTP hydrolysis, ADP Hunter fluorescence; higher % means a stronger effect; GST-tagged Rac1 F28L mutant substrate; inhibition, % at 30 µM, or IC50 in µM where a hit was titrated; 340,000 compounds, 0.6% hits;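 active = first-screen hits whose inhibition reached a set limit at any dose in the follow-up dose series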;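 note: fluorescence reports GDP produced by GAP-driven GTP hydrolysis; strong numbers were not always called active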
# Dengue-2 NS5 capping = Dengue-2 NS5 methyltransferase inhibitors, primary screen, biochemical, confirmation dose response (AID 588689); 340,000 compounds, 0.3% hits; Genome polyprotein (Dengue virus type 2 (strain 16681-PDK53)); Dengue-2 NS5 methyltransferase capping enzyme assay, biochemical; higher % means a stronger effect; one-dose inhibition, % at 25 µM; IC50 in µM for titrated hits; in the data active = a potency from the dose series
# NTR1 agonist cell count 20 µM = recorded beside NTR1 agonist, whose call it bears; cell count; measured here: cell count, cytotoxicity flag
# Dengue-2 NS5 capping pilot replicate = further read-out of Dengue-2 NS5 capping, marked with its call; inhibition, %; measured here: pilot screen replicate inhibition
# * hit, by the source's call; i = inactive; · = no result given.
SMILES,GPR55 activation,GPR35 antagonists,SV40 large T antigen,AID2073,GPR55 antagonists,NTR1 agonist,NTR1 agonist cell count 20 µM,Yfh1-off respiration,Rac1 GTP hydrolysis,Dengue-2 NS5 capping,others
COc1ccc(NC(=O)CCS(=O)(=O)c2ccc3c(c2)CCCN3C(C)=O)cc1,-0.1%,-3%,8%,-10%,2%,-2.6,77,i,1%,-3%,
Cc1cccc(Nc2nnc(SCC(=O)Nc3cccnc3Cl)s2)c1,0.1%,-3%,14%,-23%,-2%,0.6,57,i,10%,-6%,
Cn1c(O)c(N=NC(=O)CNC(=O)c2cccnc2)c2ccccc21,0.2%,1%,·,2%,7%,0.1,49,·,4%,-1%,
CCc1ccccc1NC(=O)C1CCCN(S(=O)(=O)c2c(C)noc2C)C1 (stereo unspecified),0.0%,18%,4%,-5%,8%,1.2,74,i,-12%,6%,
COC(=O)CN1C(=O)C(O)(CC(=O)c2ccc(C)o2)c2ccccc21 (stereo unspecified),0.3%,8%,-3%,-1%,-8%,-0.6,48,i,5%,6%,
Cc1ccccc1C(=O)OCn1nnc2ccccc2c1=O,-0.1%,-6%,12%,4%,11%,-1.7,76,i,9%,-1%,
CCCCC(=O)Nc1nnc(SCC(=O)N2CCN(c3ccccc3OC)CC2)s1,-0.1%,21%,2%,12%,16%,0.5,103,i,4%,-2%,
COc1cc(Cl)c(S(=O)(=O)N2CCOCC2)cc1Cl,0.1%,23%,9%,2%,15%,2.5,97,i,2%,-10%,
CCCCOC(=O)C1CN(c2ccccc2)N=C1C(C)=O (stereo unspecified),-0.1%,3%,·,29%,8%,2.5,47,i,-3%,-3%,
Cc1cc(C(F)(F)F)c2c(=O)[nH]c(=O)n(Cc3ccccc3)c2n1,-0.2%,8%,8%,-1%,15%,4.6,47,i,9%,0%,
COc1ccc(NC(=O)c2cc(S(=O)(=O)N(Cc3ccccc3)c3ccccc3)ccc2Cl)cn1,0.0%,-1%,7%,10%,-1%,1.3,47,i,5%,6%,
CCN(C(=O)C1CSC2(C)CCC(=O)N12)c1nc2c(C)cccc2s1 (stereo unspecified),·,·,12%,·,·,4.6,82,·,1%,-9%,
Cc1ccc(NC2CCCN(C(=O)CCCN3CCCCC3=O)C2)cc1C (stereo unspecified),-0.2%,-5%,36%,-7%,12%,0.0,55,·,22%,4%,
Cc1ccc(C(=O)N/C(=C\c2ccc3c(c2)OCO3)C(=O)N2CCOCC2)cc1,0.0%,0%,13%,9%,6%,1.1,71,·,9%,7%,
Cc1ccc(-c2cc(C(=O)OCC(=O)Nc3ncc(C(F)(F)F)cc3Cl)c3ccccc3n2)cc1,-0.1%,-12%,4%,4%,9%,0.4,73,i,3%,3%,
O=C(O)c1cccc(Cn2c(Cl)c(/C=N/NC(=O)c3ccc(O)cc3)sc2=O)c1,-0.2%,-2%,30%,-12%,7%,-1.0,53,i,18%,-5%,
Cc1ccc(S(=O)(=O)CC2CSc3nc(N)cc(=O)n32)cc1 (stereo unspecified),-1.0%,-6%,1%,-2%,0%,-0.3,68,i,-1%,-3%,
Cc1c(C(=O)N2CCOCC2)c(S(=O)(=O)Nc2ccc(F)cc2)c(C)n1C,0.4%,-8%,12%,16%,7%,-0.8,51,·,7%,4%,
CCCSc1nnc(NC(=O)c2nc(SC)ncc2Cl)s1,0.2%,-10%,4%,0%,20%,-0.7,62,i,4%,0%,
Cc1nc2ccccc2c(=O)n1NCc1cc(Br)cs1,-0.2%,-5%,-2%,-2%,5%,0.5,62,i,3%,-1%,
Nc1nc(SCc2ccc(Br)cc2)n[nH]1,0.0%,1%,-17%,8%,-4%,-1.4,109,·,4%,0%,
C=CCN(c1ccccc1)S(=O)(=O)c1cc2c(cc1C)NC(=O)CO2,-0.3%,-2%,·,-2%,-2%,-1.6,55,·,10%,-1%,
COc1ccccc1C(=O)NNC(=O)c1ccc(Cl)cc1,0.2%,10%,-7%,-6%,1%,0.8,32,i,5%,-11%,
CC(Sc1n[nH]c(N)n1)C(=O)Nc1ccc(Cl)cn1 (stereo unspecified),1.3%,-8%,7%,37%,-9%,-0.3,46,i,2%,-6%,
Cn1c(=NC(=O)c2ccco2)sc2ccccc21,-0.1%,-4%,2%,2%,6%,1.6,34,i,3%,-2%,

# The list goes on:
SMILES,GPR55 activation,GPR35 antagonists,SV40 large T antigen,AID2073,GPR55 antagonists,NTR1 agonist,NTR1 agonist cell count 20 µM,Yfh1-off respiration,Rac1 GTP hydrolysis,Dengue-2 NS5 capping,others
O=C(c1ccccc1F)N1CCN(S(=O)(=O)c2ccc3ccccc3c2)CC1,-0.1%,2%,18%,4%,3%,-0.4,53,·,11%,-3%,
CCC(C(=O)Nc1cccc(OC)c1)n1nc(C)c2c(C)n(-c3ccccc3)nc2c1=O (stereo unspecified),0.3%,4%,7%,-8%,58%,0.6,57,·,11%,-6%,
CCn1c(SCC(=O)N2CCOCC2)nc2sc3c(c2c1=O)CCCC3,-0.2%,13%,-1%,-9%,0%,-1.0,67,i,8%,-2%,
O=C(Nc1ccnn1C1CCN(C(=O)c2ccc(Cl)cc2)CC1)C1CC1,-0.1%,10%,24%,2%,19%,1.3,64,·,9%,0%,
CCn1nc(NC(=O)c2cccs2)c2cc3ccccc3nc21,-0.1%,-7%,4%,11%,-17%,1.4,62,i,5%,-2%,
COc1ccc([N+](=O)[O-])cc1C(=O)Nc1ccc(OCC(=O)N2CCOCC2)cc1,0.1%,-2%,26%,26%,6%,-0.4,40,i,9%,-7%,
COc1ccc(NC(=O)C2=CC(c3ccc(C)cc3)=NS(=O)(=O)N2C)cc1OC,0.5%,0%,7%,-2%,-9%,0.4,91,·,0%,-3%,
Cc1nc2ccc(NC(=S)NCc3ccccc3)cc2nc1C,-0.1%,10%,11%,19%,0%,0.0,35,i,8%,-10%,
CCC(C)NC(=O)c1ccc(CSCc2ccccc2Cl)o1 (stereo unspecified),0.5%,-2%,13%,6%,4%,0.3,79,·,7%,-1%,
O=C(Nc1cccc(-c2nnc(-c3ccccc3)o2)c1)c1ccc(Br)o1,-0.1%,-7%,6%,6%,2%,13,49,i,9%,0%,
Cc1ccc2nc(-c3ccccc3Cl)cc(C(=O)Nc3cc(C)on3)c2c1,0.2%,8%,10%,4%,-13%,4.4,67,i,6%,-6%,
COc1ccc(-n2c(=O)[nH]cc(C(=O)N3CCc4ccccc43)c2=O)cc1,0.3%,9%,6%,-8%,-5%,-0.8,57,i,2%,-3%,
Cc1cccc(/C=N\NC(=O)c2ccccc2-n2cccc2)c1,0.3%,4%,17%,6%,11%,0.2,58,i,5%,-5%,
Cc1cccc(C)c1NC(=O)CNC(=O)c1ccncc1,-0.1%,-1%,6%,-4%,5%,0.3,50,·,4%,-2%,
CCOC(=O)c1c(NC(=O)C[n+]2ccccc2)sc2c1CCCC2,0.0%,4%,10%,-7%,6%,0.5,61,i,13%,-7%,
COc1cccc(CN2CCN(Cc3cc(OC)c(OC)cc3[N+](=O)[O-])CC2)c1,-0.1%,2%,2%,-46%,24%,-0.1,71,i,57µM*,-2%,Dengue-2 NS5 capping pilot replicate=-8.1
CC(=O)Nc1ccc(C(=O)N/N=C(\C)CC(=O)Nc2ccc(OCc3ccccc3)cc2)cc1,0.1%,-10%,-3%,12%,8%,-1.8,47,i,9%,-10%,
Cc1nn(CC(=O)NCCc2ccccc2)c(=O)c2ccccc12,0.2%,3%,5%,-2%,2%,0.7,69,i,3%,1%,
COc1cccc(NC(=O)CSCC(=O)Nc2ccccc2)c1,0.3%,-4%,14%,18%,14%,0.8,52,i,0%,-7%,
CCc1nc(Nc2cccc(O)c2)c2oc3ccccc3c2n1,0.0%,8%,6%,13%,-8%,18,92,·,-2%,-3%,
COc1cc(CCC(=O)OCC(=O)Nc2c(Cl)cccc2Cl)cc(OC)c1OC,-0.2%,-17%,0%,-8%,-3%,0.2,38,·,0%,-5%,
CC(=O)NCc1ccc(S(=O)(=O)N2CCN(c3ccccn3)CC2)cc1,-0.4%,-3%,-10%,-5%,-11%,1.4,62,·,4%,-4%,
CC(=O)c1ccc(NC(=S)N2CCC(Cc3ccccc3)CC2)cc1,-0.1%,-4%,7%,-42%,0%,2.6,47,i,0%,0%,

# Part of the list above in order of length of the SMILES, low to high:
SMILES,GPR55 activation,GPR35 antagonists,SV40 large T antigen,AID2073,GPR55 antagonists,NTR1 agonist,NTR1 agonist cell count 20 µM,Yfh1-off respiration,Rac1 GTP hydrolysis,Dengue-2 NS5 capping,others
Cc1cccc(C)c1NC(=O)CNC(=O)c1ccncc1,-0.1%,-1%,6%,-4%,5%,0.3,50,·,4%,-2%,
Cc1nc2ccc(NC(=S)NCc3ccccc3)cc2nc1C,-0.1%,10%,11%,19%,0%,0.0,35,i,8%,-10%,
CCc1nc(Nc2cccc(O)c2)c2oc3ccccc3c2n1,0.0%,8%,6%,13%,-8%,18,92,·,-2%,-3%,
Cc1nn(CC(=O)NCCc2ccccc2)c(=O)c2ccccc12,0.2%,3%,5%,-2%,2%,0.7,69,i,3%,1%,
CCOC(=O)c1c(NC(=O)C[n+]2ccccc2)sc2c1CCCC2,0.0%,4%,10%,-7%,6%,0.5,61,i,13%,-7%,
CCn1c(SCC(=O)N2CCOCC2)nc2sc3c(c2c1=O)CCCC3,-0.2%,13%,-1%,-9%,0%,-1.0,67,i,8%,-2%,
CC(=O)NCc1ccc(S(=O)(=O)N2CCN(c3ccccn3)CC2)cc1,-0.4%,-3%,-10%,-5%,-11%,1.4,62,·,4%,-4%,
O=C(Nc1cccc(-c2nnc(-c3ccccc3)o2)c1)c1ccc(Br)o1,-0.1%,-7%,6%,6%,2%,13,49,i,9%,0%,
O=C(c1ccccc1F)N1CCN(S(=O)(=O)c2ccc3ccccc3c2)CC1,-0.1%,2%,18%,4%,3%,-0.4,53,·,11%,-3%,
COc1ccc(-n2c(=O)[nH]cc(C(=O)N3CCc4ccccc43)c2=O)cc1,0.3%,9%,6%,-8%,-5%,-0.8,57,i,2%,-3%,
COc1cccc(CN2CCN(Cc3cc(OC)c(OC)cc3[N+](=O)[O-])CC2)c1,-0.1%,2%,2%,-46%,24%,-0.1,71,i,57µM*,-2%,Dengue-2 NS5 capping pilot replicate=-8.1

# High-throughput results from PubChem BioAssay.
